SRC1 TRFRET art = TR-FRET artefact, counter-screen to PPARgamma/SRC-1 agonist assay; TR-FRET detection artefact counter-screen, emission ratio; stronger effect = higher value; 99,000 tested, 0.34% active; TR-FRET ratio at 8 µM; in the data active means TR-FRET ratio above about 2300; further: inactives centre near 1800; reference of the scale not given here
SRC3 TRFRET art = TR-FRET artefact, counter-screen to PPARgamma/SRC-3 agonist assay; AID 1048; TR-FRET ratio at 8 µM; 99,000 tested, 0.39% active; PPARgamma/SRC-3 format; stronger effect = higher value; in the data active means TR-FRET ratio above about 2000; further: inactives centre near 1600; reference of the scale not given here
* marks the source's active call; other numbers are inactive results.

SMILES | SRC1 TRFRET art | SRC3 TRFRET art
Clc1ccc(C[n+]2csc3ccccc32)cc1 | 2031 | 1746
CCOC(=O)C1(Cc2cccc(OC)c2)CCN(Cc2ccc(C)s2)CC1 | 1877 | 1454
Cc1ccc(-c2nnn(CC(=O)N(c3ccccc3F)C(C(=O)NC3CCCC3)c3ccco3)n2)o1 (stereo not drawn) | 1813 | 1602
CC(C)Sc1nnc(CNC(=O)C23CC4CC(CC(C4)C2)C3)n1Cc1ccccc1 | 1787 | 1627
O=C(NNS(=O)(=O)c1ccc2ccccc2c1)NC1CCCCC1 | 1799 | 1568
CCOC(=O)c1c(N)sc(C(=O)Nc2ccc3c(c2)OCO3)c1C | 1774 | 1681
CC1Cc2ccccc2N1C(=O)CO/N=C/c1ccccc1OC(F)F (stereo not drawn) | 1878 | 1392
CC(=O)NC(c1ccc([N+](=O)[O-])cc1)c1c(O)ccc2ccccc12 (stereo not drawn) | 1625 | 1543
CC(C)=CC(=O)N1CCC(N2CCC(C(=O)N3CCOCC3)CC2)CC1 | 1730 | 1579
CC(=O)c1c(-c2ccc(C)cc2)nc2c3ccccc3ccn12 | 2008 | 1570
c1ccc(-n2c(-c3ccco3)nnc2N2CCOCC2)cc1 | 1531 | 1339
COc1ccc(NS(=O)(=O)c2cccc(NC(=O)C34CCC(CC3)C4)c2)cc1 | 1600 | 1608
Fc1ccc(/C=N/Nc2nn[nH]n2)cc1 | 1874 | 1889
O=C(N/N=C/c1cn(-c2ccccc2)nc1-c1cccnc1)c1ccc(F)cc1 | 1592 | 1628
O=Cc1sc(N2CCOCC2)nc1-c1ccccc1 | 2073 | 2197*
COc1ccc(CC(=O)NC(C)c2nnc(SCC(=O)Nc3ccccc3F)n2C)cc1 (stereo not drawn) | 1854 | 1576
COc1nccnc1NS(=O)(=O)c1ccc(NC(=S)NC(=O)/C=C/c2ccc(F)cc2)cc1 | 1983 | 1735
CC(=O)Nc1ccc(OCCC[n+]2ccccc2)cc1 | 1557 | 1485
CCCS(=O)(=O)c1c(S(=O)(=O)CCC)c2c(C(N)=O)cccn2c1C(=O)c1ccc(F)cc1 | 1973 | 1749
O=C(CO/N=C/c1cccc([N+](=O)[O-])c1)NC1CCCCCC1 | 2080 | 1472
CCS(=O)(=O)n1nc(-c2ccco2)nc1N | 1919 | 1860
COc1ccc(CNc2nc3ccccc3n2Cc2ccc(Cl)cc2)cc1OC | 1902 | 1674
CC(Oc1ccc(Cl)cc1)/C(N)=N/O (stereo not drawn) | 2027 | 1591
CN(C)/C=C1\N=C(c2ccccc2)OC1=O | 1854 | 1562
COc1ccc(-n2c(C)cc(/C=C/c3nc(O)c([N+](=O)[O-])c(=O)[nH]3)c2C)cc1 | 1712 | 1500
CC(=O)N(c1c(C)n(C)n(-c2ccccc2)c1=O)C1(C(=O)NC2CCCC2)CCCCC1 | 1803 | 1608
CCc1cc2ccc(C)cc2nc1SCC(=O)Nc1cc(C)on1 | 1621 | 1470
Cc1sc(-c2cccnc2)nc1OC(=O)C1CC1 | 2027 | 1704
O=C(Nc1cccc(C(F)(F)F)c1)c1csc(-c2ccncc2)n1 | 1744 | 1696
FC(F)(F)c1cc(-c2ccccc2)nc(-n2cc(Cl)cn2)n1 | 1805 | 1580

A draw from above in order of molecular weight, low to high.
SMILES | SRC1 TRFRET art | SRC3 TRFRET art
CC(Oc1ccc(Cl)cc1)/C(N)=N/O (stereo not drawn) | 2027 | 1591
CCS(=O)(=O)n1nc(-c2ccco2)nc1N | 1919 | 1860
FC(F)(F)c1cc(-c2ccccc2)nc(-n2cc(Cl)cn2)n1 | 1805 | 1580
CCc1cc2ccc(C)cc2nc1SCC(=O)Nc1cc(C)on1 | 1621 | 1470
O=C(Nc1cccc(C(F)(F)F)c1)c1csc(-c2ccncc2)n1 | 1744 | 1696
COc1ccc(CNc2nc3ccccc3n2Cc2ccc(Cl)cc2)cc1OC | 1902 | 1674
CC(=O)N(c1c(C)n(C)n(-c2ccccc2)c1=O)C1(C(=O)NC2CCCC2)CCCCC1 | 1803 | 1608

Additional records:
SMILES | SRC1 TRFRET art | SRC3 TRFRET art
O=[N+]([O-])c1ccc(O)c(Nc2ncnc3ccc(Br)cc23)c1 | 1788 | 1767
CC1=Nc2ccccc2/C1=C/c1c(N)n2c(S(=O)(=O)C(C)C)nsc2nc1=O | 1880 | 1477
Cc1ccc2c(CN3CCN(C(=O)c4ccco4)CC3)cc(=O)oc2c1C | 1815 | 1566
Cc1ccccc1S(=O)(=O)Cc1ccc(C(=O)NCCN2CCCCC2C)o1 (stereo not drawn) | 2046 | 1589
C#CCNC(=O)C1=C[C@@H](c2ccc(C#C)cc2)[C@H](CCCO)[C@@H](OCC)O1 | 1852 | 1645
O=C(CCc1nc2ccccc2s1)NCc1ccccc1F | 1754 | 1719
O=S(=O)(c1ccccc1)N1CCC(O)(CSc2ccc(F)cc2)CC1 | 1738 | 1327
O=C1NC(=O)/C(=C\c2ccsc2)N1 | 1964 | 1472
CC1CCN(CCC(=O)Nc2ccccc2)CC1 | 1661 | 1591
CCOC(=O)C1CCN(C(=O)CCc2nc3ccccc3[nH]2)CC1 | 1788 | 1399
CCC1CSC(Nc2ccc(C(=O)/C=C/c3ccc(Oc4ccccc4)cc3)cc2)=N1 (stereo not drawn) | 1682 | 1822
NS(=O)(=O)c1ccc(NC(=O)/C=C/c2ccco2)cc1 | 1968 | 1826
CC(C)CC(=O)NC(=S)Nc1cc(C(=O)O)ccc1Cl | 1890 | 1532
CCOC(=O)C1CCN(CCC(=O)Nc2ccc(C)c(C)c2)CC1 | 2091 | 1352
CC(C)c1ccc(-c2cc(C(=O)NN3CCN(C)CC3)c3ccccc3n2)cc1 | 1445 | 1397
O=C(Nc1ccccc1N1CCOCC1)C1CCN(S(=O)(=O)c2ccc(F)cc2)CC1 | 1526 | 1498
CC(C(=O)OCC(=O)c1ccccc1)N1C(=O)C2C3CCC(C3)C2C1=O (stereo not drawn) | 1732 | 1750
CC(C)(C)c1ccc(-c2n[nH]c(=S)n2CCCN2CCOCC2)cc1 | 1775 | 1642
CCOc1cc(CNc2ccc(N3CCOCC3)cc2)cc(Br)c1OCC | 2085 | 1689
CC(C)(CO)NCC#Cc1ccccc1 | 1724 | 1587
COc1ccc(CN=C2NN=C(c3ccc(Cl)cc3)CS2)cc1 | 1853 | 1565
CCOC(=O)C1=C(N)OC2=C(C(=O)CC(C)(C)C2)C1c1ccccc1OC (stereo not drawn) | 1682 | 1661
COc1cc(OC)cc(C(=O)NCC(=O)OCC(=O)N2CCc3ccccc32)c1 | 1835 | 1630
OCC1CCCN(C(=S)Nc2ccc(Nc3ccccc3)cc2)C1 (stereo not drawn) | 1894 | 1704
COCCCNCCOc1ccc(C)cc1[N+](=O)[O-] | 1750 | 1548
O=C(N/N=C/c1ccc(OC(F)F)cc1)c1ccc(Br)cc1 | 1668 | 1516
O=C(COC(=O)c1ccccc1Cc1ccccc1)Nc1ccc(SC(F)F)cc1 | 1762 | 1687
COc1ccccc1CNC(=O)c1ccc(C)s1 | 2040 | 1610
O=C(/C=C/c1ccccc1[N+](=O)[O-])c1ccccc1Br | 1957 | 1649
CCOC(=O)c1ccccc1C(=O)N1CCOCCOCCOCC1 | 1318 | 1557
CC(C)(C)c1nnc(NC(=O)c2cccnc2)s1 | 1570 | 1504
O=C(O)/C=C/C(=O)Nc1ccc2c(c1)NC(=O)CO2 | 1578 | 1530
Cn1nnnc1SCC(=O)Nc1cc(C(F)(F)F)ccc1N1CCOCC1 | 1692 | 1596
Cc1ccc(-c2cn(-c3ccccc3)c3[n+]2CCCS3)cc1 | 1808 | 1617
Cc1cc(/C=C(\C#N)C(N)=O)c(C)n1-c1ccc(N2CCOCC2)c([N+](=O)[O-])c1 | 2012 | 1778
NCCCC[C@@H]1NC(=O)[C@H](CCC(=O)O)NC(=O)c2cc([N+](=O)[O-])cc(I)c2OCC[C@@H](C(N)=O)NC1=O | 1906 | 1669
CCCCOc1ccc(C(=O)N/C(=C/C=C/c2ccccc2)C(=O)NCCCO)cc1 | 1895 | 1600
O=C(C1=C[C@@H](c2ccccc2)C[C@@H](OCc2ccc(CO)cc2)O1)N1CCOCC1 | 1736 | 1588
CONc1nc(NC(C)(C)C)nc(OCC#N)n1 | 1734 | 1677
CCOc1cccc(-c2nn(-c3ccccc3)cc2/C=C(/C#N)C(=O)NCCCn2ccnc2)c1 | 1939 | 1854
CC(NC(=O)c1ccc(Cn2cc([N+](=O)[O-])cn2)cc1)c1ccccc1 (stereo not drawn) | 1681 | 1560
O=C(CCc1nnc(-c2ccccc2)o1)NCc1c(F)cccc1F | 1484 | 1570
Nc1nc(SCC(=O)NCCN2CCOCC2)nc2sc3c(c12)CCC3 | 1626 | 1533
COC(=O)c1ccc(CSCC(=O)Nc2ccccc2)cc1 | 1891 | 1599
COc1ccc(NS(=O)(=O)c2cc(NC(=O)c3cccs3)ccc2N2CCCC2)cc1 | 1862 | 1584
CCC1Oc2ccccc2N(CC(=O)NCc2ccco2)C1=O (stereo not drawn) | 1646 | 1405
COc1ccc(NC(=O)CNc2cc(S(=O)(=O)N3CCOCC3)ccc2NCC2CCCO2)cc1 (stereo not drawn) | 1617 | 1437
CCn1c(=O)c(C(=O)NNS(=O)(=O)c2ccc(C)cc2)c(O)c2ccccc21 | 1837 | 1502
CCOC(=O)Cc1csc(NC(=O)COc2cccc(C)c2)n1 | 1844 | 1455
CCc1ccc(OCCn2cccn2)cc1 | 2048 | 1635
(list continues)
SMILES | SRC1 TRFRET art | SRC3 TRFRET art
O=C(OCc1ccc(F)cc1)c1ccc2ccccc2n1 | 1923 | 1578
CCN(C(=O)COc1cccc2cccnc12)C1CCS(=O)(=O)C1 (stereo not drawn) | 1700 | 1634
CCC/C(=N/NC(=O)c1ccccc1Cl)c1ccccc1 | 1685 | 1811
O=C(/C=C/c1ccco1)N1CCN(S(=O)(=O)c2ccc(F)c(F)c2F)CC1 | 1768 | 1572
CCCCSC1=N/C(=C/c2ccsc2)C(=O)N1c1ccccc1 | 1682 | 1417
O=C(COC(=O)CCc1ccccc1)Nc1cc(S(=O)(=O)N2CCOCC2)ccc1N1CCCC1 | 1682 | 1623
COc1ccc2c(c1)C1=NN(/C(C)=C/C(C)=O)C(c3cccc(F)c3)C1CC2 (stereo not drawn) | 1779 | 1409
Fc1ccccc1-c1nc(NCCCN2CCOCC2)c2ccccc2n1 | 1553 | 1678
Cc1cc(C)n(/C(=C/N(C)C)C(=O)c2ccccc2)n1 | 1738 | 1359
OCCN1CCN(CCCc2c3c(cc4c2CCC4)CCC3)CC1 | 1682 | 1500

Record cards (already shown):
O=C(/C=C/c1ccco1)N1CCN(S(=O)(=O)c2ccc(F)c(F)c2F)CC1 is listed as SRC1 TRFRET art = 1768; SRC3 TRFRET art = 1572
O=C(COC(=O)CCc1ccccc1)Nc1cc(S(=O)(=O)N2CCOCC2)ccc1N1CCCC1 is listed as SRC1 TRFRET art = 1682; SRC3 TRFRET art = 1623

The results go on:
SMILES | SRC1 TRFRET art | SRC3 TRFRET art
Cc1cccc(N2CCN(C(=O)c3ccc(NC(=O)C4CCCO4)cc3)CC2C)c1 (stereo not drawn) | 1570 | 1427
Cc1ccc(-c2cn3nc(C)c(C)nc3n2)cc1 | 1531 | 1495
Cn1c(Cn2c(=O)sc3ccccc32)nnc1SCC(=O)Nc1ccc(F)cc1 | 1897 | 1658
COC(=O)CNC(=O)Cn1nc(C)c([N+](=O)[O-])c1C | 1813 | 1853
N#Cc1ccccc1Cn1c(=O)n(Cc2ccc(C(=O)NCc3ccco3)cc2)c(=O)c2sccc21 | 1770 | 1554
CC(NC(=S)Nc1ccccc1Cl)C(c1cccs1)N1CCCC1 (stereo not drawn) | 1912 | 1712
Cc1nn(C)cc1S(=O)(=O)N1CCN(Cc2cccc(Cl)c2)CC1 | 1649 | 1810
O=C(NCCc1ccc(Cl)cc1)C1CCN(S(=O)(=O)c2ccc(Br)s2)CC1 | 1844 | 1672
CCCNS(=O)(=O)c1cc(Cl)ccc1OC | 1760 | 1661
COc1ccc(C(=O)c2c[nH]c(C(=O)NCCCN3CCOCC3)c2)cc1 | 1675 | 1531
C/C=N\NC(=O)COc1cc(C)ccc1C | 2250 | 1491
CC(=O)c1c(C)[nH]c(C(=O)OCC(=O)Nc2cc(Cl)ccc2[N+](=O)[O-])c1C | 1939 | 1544
CC1CCc2c(sc(NC(=O)CCCn3cnc([N+](=O)[O-])n3)c2C(N)=O)C1 (stereo not drawn) | 1610 | 1508
CC1=CC2=NC(=O)/C(=C\c3cccn3CCOc3ccccc3)C(=N)N2O1 | 1938 | 1579
CCOC(=O)c1c(O)c2ccccc2n(-c2ccccc2)c1=O | 1604 | 1549
Cn1c(N)c(C(=O)COC(=O)Cc2ccsc2)c(=O)n(C)c1=O | 1592 | 1490
COC(=O)c1cc(C(=O)Nc2ccc(S(=O)(=O)NC(C)(C)C)cc2)cc([N+](=O)[O-])c1 | 1797 | 1458
CCOc1ccccc1C1C(C(=O)Nc2ccccc2OC)=C(C)Nc2nnnn21 (stereo not drawn) | 1930 | 1385
Nc1ncccc1OCc1ccc(Br)cc1 | 1682 | 1434
COc1ccc(S(=O)(=O)N2CCOCC2)cc1NC(=O)c1ccc2c(c1)OCCO2 | 1725 | 1344
COc1ccc(CN(C)CC(=O)Nc2ccc(N3CCOCC3)cc2)cc1OC | 1714 | 1405
CCN(CC)C(=O)c1ccc(NS(=O)(=O)c2ccc(/C=C/C(=O)O)cc2)cc1 | 1954 | 1843
CC(CN1CCN(C)CC1)OC(=O)c1ccc(F)cc1 (stereo not drawn) | 2051 | 1549
COCC(C)NC(=O)c1ccc(CN2CCc3ccccc3C2)cc1 (stereo not drawn) | 2057 | 1481
COc1ccc(-c2csc(Nc3ccc(S(=O)(=O)Nc4cc(C)on4)cc3)n2)cc1 | 1875 | 1635

Source: PubChem (The Scripps Research Institute Molecular Screening Center)

Some of the compounds tested; the hit share may differ from the screen's.
